CXCR6 inh: inhibitors of human CXCR6 receptor; O00574; CHO-K1 PathHunter CXCR6 beta-arrestin, luminescence; inhibition, % at 20 µM; hit rate 0.36% among 360,000; AID 602244; in the data active = inhibition above about 34%, passing the limit was not always enough;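 also: antagonist mode with CXCL16 agonist at 10 nM final; 0% = 10 nM CXCL16 with DMSO and 100% = unstimulated wells without agonist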
APJ antagonist: antagonists of human APJ apelin receptor. CHO-K1 APJ beta-arrestin complementation, luminescence. inhibition, % at 20 µM. hit rate 0.32% among 330,000;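 active = inhibition above about 40% at 20 µM, limit read from the data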;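 also: cells challenged with 10 nM apelin-13 agonist together with compound; plate controls were apelin-13 plus DMSO wells for no effect and DMSO wells lacking apelin-13 for full effect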
Target sequence (P35414 whole entry, looked up): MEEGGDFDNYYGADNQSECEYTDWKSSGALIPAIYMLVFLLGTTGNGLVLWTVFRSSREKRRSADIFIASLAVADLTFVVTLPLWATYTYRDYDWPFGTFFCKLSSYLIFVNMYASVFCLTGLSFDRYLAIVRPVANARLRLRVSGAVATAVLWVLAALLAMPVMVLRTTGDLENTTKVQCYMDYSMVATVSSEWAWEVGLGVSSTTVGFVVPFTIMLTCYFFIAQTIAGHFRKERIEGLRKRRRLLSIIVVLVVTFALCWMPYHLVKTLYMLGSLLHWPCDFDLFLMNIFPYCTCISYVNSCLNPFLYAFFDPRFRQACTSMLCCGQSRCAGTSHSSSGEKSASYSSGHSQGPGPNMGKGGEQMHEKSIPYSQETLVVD
CCR6 antagonist: blocks CCL20-driven beta-arrestin recruitment at human CCR6 | P51684 | CHO-K1 CCR6 PathHunter beta-arrestin, luminescence, CCL20-stimulated | inhibition, % at 20 µM | hit rate 0.49% among 340,000;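 active = compounds whose inhibition of the agonist-driven luminescence signal at 20 µM reaches about 50%, limit read from the data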;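 also: cells stimulated with CCL20 at 14 nM final; plate controls were DMSO with CCL20 for no effect and DMSO without agonist for full effect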
Target sequence (P51684 whole entry, looked up): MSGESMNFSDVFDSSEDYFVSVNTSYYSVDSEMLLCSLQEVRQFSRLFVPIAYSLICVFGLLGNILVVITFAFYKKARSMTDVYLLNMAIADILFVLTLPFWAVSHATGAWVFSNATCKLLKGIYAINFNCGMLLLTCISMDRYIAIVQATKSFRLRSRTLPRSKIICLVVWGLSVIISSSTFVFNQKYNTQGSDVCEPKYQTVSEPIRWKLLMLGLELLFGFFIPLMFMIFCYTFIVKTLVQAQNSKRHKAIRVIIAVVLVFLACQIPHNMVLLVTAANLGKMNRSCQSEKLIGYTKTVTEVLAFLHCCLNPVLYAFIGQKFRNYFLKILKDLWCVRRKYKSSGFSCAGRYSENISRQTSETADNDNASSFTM
697 NFkB inh: lowers PMA/ionomycin-induced NF-kB signal in 697 B cells. 697 B-cell NF-kB luciferase reporter, 16 h. inhibition, % at 4 µM. hit rate 0.33% among 330,000. AID 435022; in the data active = inhibition above about 35%
UBC13 inh: human UBC13 polyubiquitination inhibition | inhibition, % at 20 µM | UBC13 polyubiquitin chain formation, TR-FRET | AID 485273 | hit rate 0.47% among 330,000; in the data active = inhibition above about 45%, passing the limit was not always enough
Target sequence (P61088 whole entry, looked up): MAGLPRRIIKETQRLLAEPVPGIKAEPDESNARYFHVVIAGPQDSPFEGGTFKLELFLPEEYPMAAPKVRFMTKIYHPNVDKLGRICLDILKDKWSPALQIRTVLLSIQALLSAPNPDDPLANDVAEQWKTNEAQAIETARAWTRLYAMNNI
EBI2 antag: blocks human EBI2 receptor beta-arrestin signaling; EBI2 beta-arrestin recruitment, luminescence, 7a,25-OHC stimulated; hit rate 0.81% among 360,000; inhibition, % at 5 µM; AID 651636; in the data active = inhibition above about 38%;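 also: enzyme fragment complementation signal reports receptor beta-arrestin coupling in cells; 0% = agonist plus DMSO wells and 100% = wells without agonist; some results beyond the cut were filed as inactive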
Jurkat NFkB inh: lowers PMA/ionomycin-induced NF-kB signal in Jurkat cells | PMA/ionomycin-induced NF-kB luciferase reporter, luminescence | hit rate 0.53% among 330,000 | AID 435003 | inhibition, % at 4 µM; in the data active = inhibition above about 50%
Gli-Sufu block: antagonists of Gli-Sufu signaling. Sufu-KO-LIGHT fibroblasts, Gli luciferase reporter luminescence. AID 588413. hit rate 0.74% among 340,000. inhibition, % at 5 µM;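 active = inhibition above about 55%, limit read from the data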;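 also: 0% = DMSO-treated cells and 100% = wells with medium but no cells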
Active calls of the source: *; · = not tested or not shown.

Sample of the layout:
SMILES | CXCR6 inh | APJ antagonist | CCR6 antagonist | 697 NFkB inh | UBC13 inh | EBI2 antag | Jurkat NFkB inh | Gli-Sufu block
Cc1ccc(C)c(NC(=O)CN(C)C(=O)CCN2C(=O)c3ccccc3C2=O)c1 | -1 | 4 | -4 | 13 | 8 | -4 | -3 | 0
CCCCN1C[C@H](CO)Oc2cccc(F)c2S1(=O)=O | 10 | · | 1 | · | · | -10 | · | -8
Cc1n[nH]c(C)c1S(=O)(=O)N1CCCC(C(=O)Nc2nccs2)C1 (centres undefined) | -8 | -6 | 11 | 0 | -5 | -8 | 5 | -2
COc1cccc(CNC(=O)CCC2CCCN(C(=O)c3cccc4c(C)c(C)[nH]c34)C2)c1 (centres undefined) | -12 | -7 | 7 | 6 | -9 | 7 | -4 | -2
O=C(CC1SCCNC1=O)Nc1cccc(Cl)c1 (centres undefined) | -12 | -1 | -1 | -3 | 8 | 1 | -13 | -12
O=C(N=C1SC2CS(=O)(=O)CC2N1Cc1ccccc1Cl)C1CC1 (centres undefined) | 7 | -5 | 0 | 8 | -5 | -8 | -4 | -5

This part in full, from the start:
SMILES | CXCR6 inh | APJ antagonist | CCR6 antagonist | 697 NFkB inh | UBC13 inh | EBI2 antag | Jurkat NFkB inh | Gli-Sufu block
Cc1ccc(C)c(NC(=O)CN(C)C(=O)CCN2C(=O)c3ccccc3C2=O)c1 | -1 | 4 | -4 | 13 | 8 | -4 | -3 | 0
CCCCN1C[C@H](CO)Oc2cccc(F)c2S1(=O)=O | 10 | · | 1 | · | · | -10 | · | -8
Cc1n[nH]c(C)c1S(=O)(=O)N1CCCC(C(=O)Nc2nccs2)C1 (centres undefined) | -8 | -6 | 11 | 0 | -5 | -8 | 5 | -2
COc1cccc(CNC(=O)CCC2CCCN(C(=O)c3cccc4c(C)c(C)[nH]c34)C2)c1 (centres undefined) | -12 | -7 | 7 | 6 | -9 | 7 | -4 | -2
O=C(CC1SCCNC1=O)Nc1cccc(Cl)c1 (centres undefined) | -12 | -1 | -1 | -3 | 8 | 1 | -13 | -12
O=C(N=C1SC2CS(=O)(=O)CC2N1Cc1ccccc1Cl)C1CC1 (centres undefined) | 7 | -5 | 0 | 8 | -5 | -8 | -4 | -5
Cc1ccccc1NC(=O)Cn1c([N+](=O)[O-])cnc1C | 3 | 0 | -13 | -5 | 8 | -6 | -4 | -1
CC(C)C(NCc1c(Cl)cccc1Cl)C(=O)O (centres undefined) | 2 | 4 | -2 | 10 | 2 | -1 | 0 | -2
CCN1C(=O)N[C@@H](c2cccc(F)c2)C(C(=O)OC)=C1C | 0 | 9 | 8 | 2 | 0 | 4 | 1 | 1
O=C(O)CCC(=O)Nc1ccc(-n2ccc(C(F)(F)F)n2)cc1 | 2 | 8 | -9 | -8 | -7 | -16 | 12 | 9
O=C(O)CSCC(=O)Nc1cccc(C(F)(F)F)c1 | 14 | 11 | -16 | -22 | -6 | -1 | -12 | 5
Cc1nn(C(=O)c2cc([N+](=O)[O-])ccc2Cl)c(C)c1Br | 4 | -1 | -4 | -16 | -7 | -21 | -17 | -1
COc1cc(OC)c(OC)cc1CNC(=O)c1cc(S(=O)(=O)N(C)c2ccccc2OC)ccc1C | -13 | · | 11 | · | · | -1 | · | 13
Cc1ccc(C(=O)ONc2ccc(N=NC(=O)c3ccccc3O)cc2)cc1 | 28 | 35 | 56* | -18 | -186 | 12 | -45 | -16
O=C(CN1C(=O)NC2(CCCC2)C1=O)OCCOc1ccc(Cl)cc1 | -9 | 13 | 2 | 2 | 3 | 1 | 3 | 3
O=c1oc2ccc([N+](=O)[O-])cc2c(N2CCOCC2)c1[N+](=O)[O-] | · | 24 | · | 17 | -8 | · | 11 | ·
COC(=O)C1C2C=CC3(CN(c4ccc(Cl)c(F)c4)C(=O)C13)O2 (centres undefined) | 5 | 4 | 8 | 4 | 9 | -3 | 0 | -3
S=C(Nc1ccc(Oc2ccccc2)cc1)N(CCCN1CCOCC1)Cc1ccccn1 | -2 | -1 | -5 | 4 | -1 | 1 | 9 | 5
COc1cc(-c2nnc(SCC(=O)N3CCOCC3)o2)cc(OC)c1OC | -2 | 8 | 6 | -8 | 0 | -15 | -13 | -10
COCCn1c(Cc2ccccc2)nnc1SCC(=O)Nc1ccccc1 | 1 | -5 | -1 | -2 | -8 | -4 | -5 | 9
O=C(COc1ccc(S(=O)(=O)NC2CCCC2)cc1)N1CCCCCC1 | 3 | 30 | 0 | 12 | 1 | -9 | -1 | 2
COc1ccc(S(=O)(=O)N2CCCCC2)cc1N(C)S(=O)(=O)c1ccccc1 | 4 | 9 | 11 | -12 | 2 | 0 | 3 | 3
CCN1CCN(CCNC(=O)c2ccc(CS(=O)c3ccc(Br)cc3)o2)CC1 (centres undefined) | 9 | 17 | -4 | 9 | 1 | -4 | -9 | -8
COc1ccc(OCC(=O)N/N=C/c2ccsc2)cc1 | -1 | 7 | -8 | -6 | 1 | 0 | -2 | 10
CCN(Cc1ccccc1)C(c1cccs1)c1nnnn1C1CCCCC1 (centres undefined) | 16 | 19 | 29 | 4 | 7 | 49* | 6 | 8
CC(=O)Nc1ccc2c(c1)N(C(C)=O)c1ccccc1CC2 | 1 | -22 | 8 | 16 | 0 | -3 | -5 | -4
NS(=O)(=O)c1ccc(CCNC(=O)CSc2nc3ccsc3c(=O)n2C2CC2)cc1 | -2 | -10 | 4 | 0 | -46 | -10 | 15 | -14
C#CCNC(=O)C1=C[C@@H](c2ccc(Br)cc2)[C@H](CCCO)[C@@H](OCC)O1 | -1 | -63 | 8 | 20 | -2 | -10 | 16 | -9
CCCCC(=O)NC(c1ccc(Cl)cc1)c1ccc2cccnc2c1O (centres undefined) | 7 | 13 | 42 | -18 | -7 | 6 | 51* | 89*
N#C/C(=C\c1ccc(OCc2ccccc2)cc1)C(N)=O | -16 | -5 | -15 | -4 | -9 | -12 | -59 | -15
COc1cc2cc3c(N)c(C(=O)NCc4ccco4)sc3nc2cc1OC | -7 | -21 | 3 | 7 | -46 | 3 | -3 | -48
COc1c(O)ccc(C2NC(=O)NC(C)=C2C(=O)Nc2ccccc2C)c1[N+](=O)[O-] (centres undefined) | -3 | -18 | 2 | 0 | -9 | 5 | -5 | -4
Cc1cccn2c(=O)nc(SCC(=O)NC3CCCC3)nc12 | -2 | 0 | 6 | 14 | 2 | 3 | 8 | -18
N#CCCCCN1c2cccc3cccc(c23)S1(=O)=O | -3 | 19 | 7 | 10 | 14 | -7 | -1 | 1
O=c1c(C=Nc2ccc(Cl)cc2)c[nH]n1-c1cccc(Cl)n1 | 8 | 9 | -3 | 19 | 4 | -5 | -3 | 46
CCOc1ccc(Nc2nc(N)c([N+](=O)[O-])c(N3CCN(CC)CC3)n2)cc1 | 5 | 1 | 3 | -2 | -2 | 5 | -12 | 3
c1ccc(-c2oc3ncnc(NCCN4CCOCC4)c3c2-c2ccccc2)cc1 | 6 | -9 | 18 | -22 | 16 | 15 | -8 | 6
CN(C(=O)CN1C(=O)S/C(=C\c2ccccc2F)C1=O)C1CCS(=O)(=O)C1 (centres undefined) | -3 | -13 | -19 | 10 | 2 | -4 | 19 | 3
Cc1cc(C)cc(NC(=S)NC(=O)C2CC2)c1 | 11 | 7 | 4 | -8 | 6 | 7 | 12 | -4
CC1=NN(C(=O)c2ccccc2C)C(O)(c2ccc(Cl)cc2)C1 (centres undefined) | -2 | 13 | 11 | 6 | 6 | 5 | 6 | -9
COc1cccc(OC)c1C(=O)NC(=S)NNC(=O)[C@H]1C[C@@H]1c1ccccc1 | 8 | 20 | 6 | 22 | 11 | 1 | 10 | 17
CNC(=O)c1cccc(N2CCCC2=O)c1 | 4 | 1 | 4 | -8 | -7 | 10 | -15 | 4
COc1ccc(-c2nc(CSCC(=O)NC3CC3)c(C)o2)cc1OC | 9 | 21 | 8 | 1 | -1 | -16 | 7 | -9
CCN(CC)c1ccc(/C=N/N2CCN(Cc3ccccc3)CC2)cc1 | 3 | 6 | 4 | 4 | 11 | 8 | 4 | 12
O=C1CCCCN1CCc1c[nH]c2ccccc12 | -8 | -7 | -6 | -6 | 5 | -6 | -18 | -19
COC(=O)c1c(NC(=O)C2CCCCC2)sc2c1CC(C)(C)NC2(C)C | -7 | -45 | 7 | 10 | 21 | -12 | -8 | 5
COC(=O)c1cc(S(=O)(=O)N(C)Cc2ccco2)c[nH]1 | 6 | 3 | 4 | -17 | 2 | 1 | 19 | 7
CN(C)CCCn1c(N)c(S(=O)(=O)c2ccccc2)c2nc3ccccc3nc21 | -3 | 29 | 34 | 15 | 20 | 2 | 0 | -19
O=C(Nc1ccccc1N1CCOCC1)c1cccc(S(=O)(=O)N2CCOCC2)c1 | -4 | -4 | 5 | -13 | 3 | -1 | -26 | 0
COc1cccc(-c2nn(-c3ccc(C)cc3)cc2C(=O)N2CCN(C3CCS(=O)(=O)C3)CC2)c1 (centres undefined) | -5 | -7 | 0 | -1 | 2 | 5 | 1 | -4
COc1cccc(NC(=O)CSc2nnc(-c3ccco3)c(-c3ccco3)n2)c1 | -5 | -1 | -9 | 9 | -5 | -11 | 18 | 6
COc1ccc(CN2CC[C@H]3C=CC[C@@H](C(=O)N4CCOCC4)[C@H]3C2=O)cc1OC | 2 | 12 | 3 | 5 | 9 | 4 | 9 | 6
COc1ccc(S(=O)(=O)N(CC(=O)NCc2ccccn2)c2ccc(Cl)cc2)cc1 | -4 | -14 | 0 | 17 | 0 | 8 | -2 | -23
Cc1ccc(NC(=O)c2c(F)cccc2Cl)cc1NS(C)(=O)=O | 6 | 13 | -1 | 8 | -1 | 3 | 5 | 6
Cc1cccc(OCC(=O)Nc2cc(NC(=O)COc3cccc(C)c3C)cc(C(=O)O)c2)c1C | 3 | -1 | 5 | -3 | -27 | -6 | 12 | -7
CSC1=C(C#N)C(c2ccc(C)s2)CC(=O)N1 (centres undefined) | 1 | 10 | -17 | 13 | 6 | -3 | 8 | 12
O=C(CNC(=O)c1ccc(Cl)cc1Cl)OCN1C(=O)c2ccccc2C1=O | 2 | 1 | -17 | 1 | 2 | 0 | -8 | 23
O=C(N/N=C/c1ccc(F)cc1)c1sccc1OCc1ccc(F)cc1 | 3 | 7 | 18 | -33 | 4 | 4 | 47 | -5
COC1=C(Nc2ccccc2)C(=O)C(OC)=C(Nc2ccccc2)C1=O | -10 | · | -5 | · | · | -22 | · | -2
Cc1ccc(-c2nc(CS(=O)CC(=O)NCc3ccc4c(c3)OCO4)c(C)o2)cc1 (centres undefined) | 0 | -9 | -3 | 0 | 3 | 2 | 21 | -2

The listing continues:
SMILES | CXCR6 inh | APJ antagonist | CCR6 antagonist | 697 NFkB inh | UBC13 inh | EBI2 antag | Jurkat NFkB inh | Gli-Sufu block
O=C(CCC1=NS(=O)(=O)c2ccccc2N1)NC1CCCCCCC1 | 4 | -14 | 12 | 0 | -3 | -14 | -6 | -2
CCOC(=O)c1cnc2ccc(OC)cc2c1NCCN1CCOCC1 | 2 | 12 | 10 | -38 | -14 | 11 | -22 | 21
Cc1ccc(S(=O)(=O)N(C)c2ccc3sc(C)nc3c2)cc1 | 1 | -5 | 3 | -4 | -3 | -7 | 9 | -3
NC(=O)CC(NC(=O)Cc1ccc(Br)cc1)c1ccc(NCCc2ccc(F)cc2)c([N+](=O)[O-])c1 (centres undefined) | 10 | 10 | 25 | 12 | -21 | 0 | 4 | 5
COCCCNc1oc(-c2ccccc2Cl)nc1C#N | 1 | -10 | 12 | -17 | 8 | -11 | -12 | -5
C#CCOCCOCCOCCNc1nc(N2CCN(C(=O)Cn3cc(CC(C)O)nn3)CC2)nc(N2CCN(C(=O)[C@H](C)n3cc(CCCN=C(N)N)nn3)CC2)n1 (some centres undefined) | · | 16 | 13 | 8 | -16 | · | -1 | -13
C=CCOc1ccc(/C=N/NC(=O)C(C)Sc2ccccn2)cc1OC (centres undefined) | 8 | -3 | 18 | -8 | 3 | -9 | 2 | -1
O=C(Nc1ccc(F)cc1F)N1CCCCC1c1cccnc1 (centres undefined) | -8 | 5 | -32 | 26 | 9 | -11 | -9 | -2
COc1ccc(OCC(=O)Nc2nccs2)cc1 | -6 | 5 | 11 | 8 | -9 | -2 | -81 | -84
O=C(Cn1ccc(NC(=O)OCc2ccccc2)nc1=O)NCc1ccc2[nH]ccc2c1 | 4 | 7 | 17 | 6 | 2 | -5 | -1 | -1
Nc1nc(CSC(=S)N2CCN(c3ccccc3)CC2)nc(Nc2ccccc2)n1 | -3 | -11 | 0 | -33 | 7 | 26 | -6 | 36
